Compound activity: PubChem BioAssay, several laboratories
Ecoli tolC: blocks growth of E. coli BW25113 tolC mutant; OD615; growth inhibition, % at 10 µM (by protocol); actives 2.2% (n = 65,000); AID 573;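 active = growth inhibition at or above a cutoff equal to the mean over every tested compound plus 3 SD, cut at about 60% in these data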;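 note: growth measured after 20 h incubation at 37 °C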
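test system = E. coli BW25113 ΔtolC::kan bacteria | medium = LB with kanamycin 50 µg/mL | signal = OD at 615 nm | schedule = 37 °C, 20 h exposure | evaluation = % inhibition of E. coli growth | compound dosing = one dose of 10 µM final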
Fluor 339 460: intrinsic fluorescence of library compounds, ex339/em460 – biochemical, MLSMR library, data from DPM-DC assay, artefact control, profiling panel; actives 5.5% (n = 65,000); AID 709; compound autofluorescence, ex339/em460 nm, NADH buffer; stronger effect = higher value; 1 = no-compound wells, NADH background; fluorescence fold increase at 10 µM;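 active = at 10 µM, mean starting fluorescence two-fold or more over control wells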;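 note: signal is the first read of a kinetic run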
MMP-13 inhibitor: blocks human MMP13 activity; P45452; MMP-13 fTHP FRET cleavage, Mca fluorescence; inhibition, % at 4 µM; actives 0.07% (n = 65,000); AID 570;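 active = inhibition above the mean of compound-free control plate wells plus 3 SD, cut at about 14% in these data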;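 note: 0% = DMSO wells and 100% = wells with reference MMP-13 inhibitor after basal subtraction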
NADH coupling: inhibition of NAD/NADH coupling enzymes, library profiling. AID 774. IC50, µM (titrated, usually from 10 µM), inactives show top-dose inhibition. coupled PK/LDH NADH assays, four targets. actives 0.02% (n = 65,000);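 active = single-dose screening hits from any of four coupled enzyme assays that gave an IC50 when retested across doses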;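 note: the DPM-DC format reads NADH fluorescence rather than 340 nm absorbance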
HEK293 NFkB inh: inhibitors of the PMA/ionomycin-induced NF-kB reporter in HEK293 cells | HEK-293 NF-kB luciferase reporter, luminescence | inhibition, % at 3 µM | actives 0.21% (n = 62,000);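 active = inhibition above the mean of all tested compounds plus 3 SD, cut at about 40% in these data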;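 note: 0% = stimulated DMSO wells and 100% = 10 µM reference inhibitor 5653914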
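Material: HEK-293 cells with stable firefly luciferase reporter driven by four HIV NF-kB elements / Also added: PMA plus ionomycin mix as NF-kB-activating stimulus / Compound dosing: 3 µM once, 0.30% DMSO / Times: 1 h pretreatment, 16 h stimulation, 37 °C / Signal: luminescence / Evaluation: per-plate % inhibition versus controls / Benchmarks: DMSO and 10 µM reference inhibitor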
JNK3 blocker: blocks human JNK3 kinase activity; P53779; purified JNK3 kinase activity, HTS; inhibition, % at 8 µM; actives 0.61% (n = 60,000); AID 746; in the data active = inhibition above about 17%;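 note: 0% = DMSO and 100% = reference inhibitor; many of its hits are not listed in these tables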
ROCK2 blocker: blocks human Rho kinase 2 activity | O75116 | purified ROCK2, Kinase-Glo ATP depletion luminescence | inhibition, % at 6 µM | actives 0.35% (n = 60,000);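 active = inhibition above the screen-wide mean inhibition plus 3 SD, cut at about 18% in these data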;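 note: plate controls were DMSO wells for no effect and Y-27632 control wells after no-enzyme background subtraction for full effect; many of its hits are not listed in these tables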
Target sequence (O75116 whole entry, looked up): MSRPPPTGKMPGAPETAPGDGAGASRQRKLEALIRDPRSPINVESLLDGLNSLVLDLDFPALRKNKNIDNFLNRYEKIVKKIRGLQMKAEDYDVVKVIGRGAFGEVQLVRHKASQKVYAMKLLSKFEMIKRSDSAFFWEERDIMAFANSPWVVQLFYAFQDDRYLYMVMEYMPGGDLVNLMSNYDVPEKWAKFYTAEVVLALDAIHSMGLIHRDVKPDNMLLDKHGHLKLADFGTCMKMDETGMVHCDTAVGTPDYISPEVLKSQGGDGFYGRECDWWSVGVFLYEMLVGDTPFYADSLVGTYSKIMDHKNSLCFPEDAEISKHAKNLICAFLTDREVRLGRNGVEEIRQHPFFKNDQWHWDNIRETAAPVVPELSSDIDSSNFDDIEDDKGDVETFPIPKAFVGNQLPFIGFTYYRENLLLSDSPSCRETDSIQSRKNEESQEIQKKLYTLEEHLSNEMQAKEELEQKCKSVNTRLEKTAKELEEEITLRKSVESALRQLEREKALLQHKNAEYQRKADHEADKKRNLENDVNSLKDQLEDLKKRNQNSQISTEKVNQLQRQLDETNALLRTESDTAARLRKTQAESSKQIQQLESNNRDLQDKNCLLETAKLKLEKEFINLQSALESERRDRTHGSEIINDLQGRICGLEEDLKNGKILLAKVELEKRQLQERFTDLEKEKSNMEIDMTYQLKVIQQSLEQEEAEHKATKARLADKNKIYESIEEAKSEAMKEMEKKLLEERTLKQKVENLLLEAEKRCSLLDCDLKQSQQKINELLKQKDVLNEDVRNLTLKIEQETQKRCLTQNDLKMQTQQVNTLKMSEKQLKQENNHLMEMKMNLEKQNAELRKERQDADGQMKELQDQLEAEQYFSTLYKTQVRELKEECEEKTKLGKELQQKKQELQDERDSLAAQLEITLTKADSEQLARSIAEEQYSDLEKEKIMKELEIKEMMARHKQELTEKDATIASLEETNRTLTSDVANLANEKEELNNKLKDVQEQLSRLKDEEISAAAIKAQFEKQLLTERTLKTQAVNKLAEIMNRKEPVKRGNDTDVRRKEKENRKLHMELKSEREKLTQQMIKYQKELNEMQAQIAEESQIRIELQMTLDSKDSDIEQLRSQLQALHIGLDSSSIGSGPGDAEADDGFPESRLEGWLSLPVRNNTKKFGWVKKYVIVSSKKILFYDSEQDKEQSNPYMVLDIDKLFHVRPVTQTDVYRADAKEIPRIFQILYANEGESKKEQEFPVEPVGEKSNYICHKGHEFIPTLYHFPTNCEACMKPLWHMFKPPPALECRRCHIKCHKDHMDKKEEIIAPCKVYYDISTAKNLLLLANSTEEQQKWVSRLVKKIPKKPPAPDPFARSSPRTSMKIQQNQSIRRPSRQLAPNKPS
PKA inh: PKA (human) kinase inhibition; P17612; PKA Kemptide phosphorylation, Kinase-Glo ATP luminescence; inhibition, % at 6 µM; actives 0.1% (n = 65,000); AID 524;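 active = inhibition above the screen-wide mean inhibition plus 3 SD, cut at about 21% in these data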; note: many of its hits are not listed in these tables
A340 absorber: compound absorbs light at 340 nm. AID 708. fold change at 10 µM. 65,000 tested, under 10 active. compound absorbance at 340 nm, fold over control;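 active = at 10 µM dose, initial 340 nm absorbance at least 2 fold that of control wells; inactive = change under 2 fold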;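 note: initial absorbance extrapolated from kinetic A340 decline of NADH oxidation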
* hit, by the source's call; [ ] = remark or other dose. Only part of the results is shown. The share of hits here may be higher or lower than overall.

What do the screens show for `COc1ccc2c(c1)CCc1c(C(=O)NCCN3CCOCC3)noc1-2`?
Ecoli tolC: 1; Fluor 339 460: 1.3; MMP-13 inhibitor: -2; NADH coupling: 6%; HEK293 NFkB inh: 12; JNK3 blocker: 4; ROCK2 blocker: -6; PKA inh: 10; A340 absorber: 1

Results for COc1ccc(-c2nc(-c3ccncc3)no2)cc1OC ?
Ecoli tolC: -4; Fluor 339 460: 1.1; MMP-13 inhibitor: 8; NADH coupling: 5%; HEK293 NFkB inh: 2; JNK3 blocker: -2; ROCK2 blocker: 6; PKA inh: 10; A340 absorber: 1

What do the screens show for `Cc1nc2oc3c(NCc4ccccn4)ncnc3c2c2c1COC(C)(C)C2`?
Ecoli tolC: 5; Fluor 339 460: 1.9; MMP-13 inhibitor: -144[fluorescence artefact?]; NADH coupling: 5%; HEK293 NFkB inh: 8; JNK3 blocker: 7; ROCK2 blocker: 6; PKA inh: 8; A340 absorber: 1

How did CC1=CCC2C(=O)N(c3nc(C)cc(C)n3)C(=O)C2C1 (stereo unspecified) do in these assays?
Ecoli tolC: -6; Fluor 339 460: 1.1; MMP-13 inhibitor: -2; NADH coupling: 1%; HEK293 NFkB inh: 10; JNK3 blocker: 0; ROCK2 blocker: 8; PKA inh: 4; A340 absorber: 1

What do the screens show for `c1ccc2nc3c(nc2c1)sc1nc2ccccc2n13`?
Ecoli tolC: 4; Fluor 339 460: 1.5; MMP-13 inhibitor: 3; NADH coupling: 3%; HEK293 NFkB inh: 10; JNK3 blocker: -1; ROCK2 blocker: 3; PKA inh: 4; A340 absorber: 1.1

How did CCc1ccc(N(CC(=O)NC2CCCCC2)S(=O)(=O)c2c(C)noc2C)cc1 do in these assays?
Ecoli tolC: -6; Fluor 339 460: 1.1; MMP-13 inhibitor: 8; NADH coupling: 2%; HEK293 NFkB inh: 14; JNK3 blocker: 1; ROCK2 blocker: -3; PKA inh: 3; A340 absorber: 1

What do the screens show for `O=C(c1ccc(C#Cc2ccccc2)o1)N1CCN(c2ccccn2)CC1`?
Ecoli tolC: 47; Fluor 339 460: 1.1; MMP-13 inhibitor: -8; NADH coupling: 0%; HEK293 NFkB inh: 10; JNK3 blocker: -5; ROCK2 blocker: -6; PKA inh: -4; A340 absorber: 1.1

Results for O=C(Nc1ccccc1Cl)c1ccc2c(c1)N(Cc1ccc(F)cc1)C(=O)CS2=O (stereo unspecified) ?
Ecoli tolC: 37; Fluor 339 460: 1; MMP-13 inhibitor: 1; NADH coupling: 4%; HEK293 NFkB inh: 0; JNK3 blocker: 1; ROCK2 blocker: 5; PKA inh: 8; A340 absorber: 1

Results for Cc1cccc(N(Cc2ccccc2F)S(C)(=O)=O)c1 ?
Ecoli tolC: 0; Fluor 339 460: 1.1; MMP-13 inhibitor: 4; NADH coupling: 4%; HEK293 NFkB inh: 1; JNK3 blocker: 0; ROCK2 blocker: 3; PKA inh: -2; A340 absorber: 1

What do the screens show for `CCOc1nc(-c2ccccc2O)nc2ccccc12`?
Ecoli tolC: -3; Fluor 339 460: 1; MMP-13 inhibitor: -5; NADH coupling: 4%; HEK293 NFkB inh: 12; JNK3 blocker: -3; ROCK2 blocker: -7; PKA inh: -5; A340 absorber: 1

Results for COc1cccc(OC)c1NC(=O)Cc1nn(C)c(=O)c2ccccc12 ?
Ecoli tolC: -19; Fluor 339 460: 1.1; MMP-13 inhibitor: 4; NADH coupling: 1%; HEK293 NFkB inh: 14; JNK3 blocker: 2; ROCK2 blocker: -1; PKA inh: 1; A340 absorber: 1

Results for CCOC(=O)c1[nH]c2cc(OC)c(OC)cc2c1NC(=O)c1nonc1C ?
Ecoli tolC: 12; Fluor 339 460: 1; MMP-13 inhibitor: 2; NADH coupling: 4%; HEK293 NFkB inh: 17; PKA inh: -1; A340 absorber: 1.2

What do the screens show for `O=c1nc(N2CCCCC2)nc2n1CCO2`?
Ecoli tolC: 0; Fluor 339 460: 1.1; MMP-13 inhibitor: -9; NADH coupling: 7%; HEK293 NFkB inh: 4; JNK3 blocker: -5; ROCK2 blocker: 6; PKA inh: 8; A340 absorber: 1

How did O=P(O)(CN1CCCCCC1)CN1CCCCCC1 do in these assays?
Ecoli tolC: -9; Fluor 339 460: 1.1; MMP-13 inhibitor: 2; NADH coupling: 2%; HEK293 NFkB inh: 9; JNK3 blocker: 3; ROCK2 blocker: 4; PKA inh: 9; A340 absorber: 0.99

Results for CCCCC(NC(C)=O)c1nc2ccccc2n1CCCC (stereo unspecified) ?
Ecoli tolC: 6; Fluor 339 460: 1; MMP-13 inhibitor: 4; NADH coupling: 1%; HEK293 NFkB inh: 21; PKA inh: 9; A340 absorber: 1

What do the screens show for `O=C(O)c1csc(Br)c1Br`?
Ecoli tolC: -23; Fluor 339 460: 1; MMP-13 inhibitor: 3; NADH coupling: 6%; HEK293 NFkB inh: -4; JNK3 blocker: -2; ROCK2 blocker: 4; PKA inh: 13; A340 absorber: 1

What do the screens show for `CCCCC(=O)Nc1cccc(NC(=O)CC)c1`?
Ecoli tolC: 4; Fluor 339 460: 1.1; MMP-13 inhibitor: -2; NADH coupling: 7%; HEK293 NFkB inh: 9; JNK3 blocker: 2; ROCK2 blocker: 10; PKA inh: 8; A340 absorber: 1

What do the screens show for `N#CC1=C(SCc2ccccc2)NC(=O)C(C#N)C12CCCC2` (stereo unspecified)?
Ecoli tolC: 19; Fluor 339 460: 1.1; MMP-13 inhibitor: 2; NADH coupling: 2%; HEK293 NFkB inh: 17; JNK3 blocker: -3; ROCK2 blocker: 1; PKA inh: 2; A340 absorber: 1

How did O=S(=O)(Nc1ccc(-c2nc3ccccc3o2)cc1)c1ccccc1 do in these assays?
Ecoli tolC: 93*; Fluor 339 460: 1.7; MMP-13 inhibitor: -9; NADH coupling: 6%; HEK293 NFkB inh: 16; JNK3 blocker: 2; ROCK2 blocker: -2; PKA inh: -7; A340 absorber: 1.1

How did COCCOC(=O)C1=C(C)NC(=O)NC1c1ccc(Cl)cc1 (stereo unspecified) do in these assays?
Ecoli tolC: 8; Fluor 339 460: 1.1; MMP-13 inhibitor: 2; NADH coupling: 2%; HEK293 NFkB inh: 19; JNK3 blocker: 2; ROCK2 blocker: 0; PKA inh: 7; A340 absorber: 1

How did COc1ccccc1CN1CC(C(=O)N2CCN(c3ccc(F)cc3)CC2)CC1=O (stereo unspecified) do in these assays?
Ecoli tolC: -9; Fluor 339 460: 1; MMP-13 inhibitor: -8; NADH coupling: 2%; HEK293 NFkB inh: 10; JNK3 blocker: -2; ROCK2 blocker: -1; PKA inh: -2; A340 absorber: 0.99

How did CCOc1ccc(-n2c(SC(C)C)nc3c(c2=O)SCC3)cc1 do in these assays?
Ecoli tolC: 19; Fluor 339 460: 1.1; MMP-13 inhibitor: 6; NADH coupling: 6%; HEK293 NFkB inh: 21; PKA inh: 8; A340 absorber: 1.1

What do the screens show for `CCOC(=O)C(CC(=O)O)N1CCCCC1` (stereo unspecified)?
Ecoli tolC: 0; Fluor 339 460: 1.1; MMP-13 inhibitor: 6; NADH coupling: 2%; JNK3 blocker: -1; ROCK2 blocker: -5; PKA inh: 2; A340 absorber: 1

How did Brc1ccc(-c2nnc(-c3ccco3)o2)cc1 do in these assays?
Ecoli tolC: 10; Fluor 339 460: 1.6; MMP-13 inhibitor: -60[fluorescence artefact?]; NADH coupling: 8%; HEK293 NFkB inh: -16; JNK3 blocker: 5; ROCK2 blocker: 1; PKA inh: 7; A340 absorber: 1

Structures listed so far that contain a COOH group:
What do the screens show for `O=C(O)c1csc(Br)c1Br`?
Ecoli tolC: -23; Fluor 339 460: 1; MMP-13 inhibitor: 3; NADH coupling: 6%; HEK293 NFkB inh: -4; JNK3 blocker: -2; ROCK2 blocker: 4; PKA inh: 13; A340 absorber: 1

What do the screens show for `CCOC(=O)C(CC(=O)O)N1CCCCC1` (stereo unspecified)?
Ecoli tolC: 0; Fluor 339 460: 1.1; MMP-13 inhibitor: 6; NADH coupling: 2%; JNK3 blocker: -1; ROCK2 blocker: -5; PKA inh: 2; A340 absorber: 1

(listing goes on)
What do the screens show for `COC(=O)c1c(C)[nH]c(C)c1-c1ccccc1`?
Ecoli tolC: 12; Fluor 339 460: 1.1; MMP-13 inhibitor: 3; NADH coupling: 3%; HEK293 NFkB inh: 22; JNK3 blocker: 3; ROCK2 blocker: 1; PKA inh: 2; A340 absorber: 1

Results for CCc1nc(C)cn1S(=O)(=O)c1cc(OC)c(C)cc1C ?
Ecoli tolC: 0; Fluor 339 460: 1.1; MMP-13 inhibitor: 3; NADH coupling: 0%; HEK293 NFkB inh: -5; JNK3 blocker: -4; ROCK2 blocker: 2; PKA inh: 5; A340 absorber: 1

How did CCCCN(CCCNC(=O)c1c(C)cc(=O)oc1C)c1ccccc1 do in these assays?
Ecoli tolC: 33; Fluor 339 460: 1.1; MMP-13 inhibitor: -4; NADH coupling: 8%; HEK293 NFkB inh: 24; PKA inh: -4; A340 absorber: 1.2

Results for CCNC(=O)NC(=O)COC(=O)CNC(=O)COc1ccccc1 ?
Ecoli tolC: -9; Fluor 339 460: 1.1; MMP-13 inhibitor: 3; NADH coupling: 5%; HEK293 NFkB inh: 7; PKA inh: -8; A340 absorber: 1

What do the screens show for `O=C(C1CCN(C2CC(=O)N(c3cccc(Cl)c3)C2=O)CC1)N1CCCCCC1` (stereo unspecified)?
Ecoli tolC: -5; Fluor 339 460: 1.1; MMP-13 inhibitor: 5; NADH coupling: 2%; HEK293 NFkB inh: -1; JNK3 blocker: 3; ROCK2 blocker: 0; PKA inh: 4; A340 absorber: 0.99

What do the screens show for `CCOC(=O)c1nc(N)sc1C(=O)OCC`?
Ecoli tolC: -12; Fluor 339 460: 1.1; NADH coupling: 3%; A340 absorber: 1

Results for Cc1nn(C(=O)c2ccccc2)c2c1C(=O)CC(C)(C)C2 ?
Ecoli tolC: -14; Fluor 339 460: 1.1; MMP-13 inhibitor: 5; NADH coupling: 1%; HEK293 NFkB inh: 15; JNK3 blocker: -7; ROCK2 blocker: 3; PKA inh: 4; A340 absorber: 1

How did CCn1c(SCC(=O)c2ccc3c(c2)OCCO3)nnc1C(C)C do in these assays?
Ecoli tolC: -13; Fluor 339 460: 1.1; MMP-13 inhibitor: -11; NADH coupling: 8%; HEK293 NFkB inh: 13; JNK3 blocker: -3; ROCK2 blocker: -3; PKA inh: -1; A340 absorber: 0.99

How did CCOc1ccc2nc(Nc3nc4c(c(=O)[nH]3)CCC4)nc(C)c2c1 do in these assays?
Ecoli tolC: 5; Fluor 339 460: 1.1; MMP-13 inhibitor: 3; NADH coupling: 1%; HEK293 NFkB inh: 1; JNK3 blocker: -1; ROCK2 blocker: 2; PKA inh: 7; A340 absorber: 1

Results for CC(=O)N1CCN(c2ccc(NC(=O)c3ccccc3Br)cc2Cl)CC1 ?
Ecoli tolC: 10; Fluor 339 460: 1; MMP-13 inhibitor: -2; NADH coupling: 7%; HEK293 NFkB inh: 15; JNK3 blocker: 1; ROCK2 blocker: 9; PKA inh: 7; A340 absorber: 1

How did COc1cc(C2=NOC(C(=O)N3CCCc4ccccc43)C2)cc(OC)c1OC (stereo unspecified) do in these assays?
Ecoli tolC: 6; Fluor 339 460: 1.1; MMP-13 inhibitor: 2; NADH coupling: 4%; HEK293 NFkB inh: 3; JNK3 blocker: -2; ROCK2 blocker: 1; PKA inh: 1; A340 absorber: 1
